From PubChem BioAssay
NSD2 inh: blocks human histone methyltransferase NSD2; inhibition, % at 12.5 µM; NSD2 peptide methylation, AlphaScreen, 120 min; AID 743445; hit rate 0.54% among 310,000; in the data active means inhibition above about 50%
LANA DNA inh: KSHV C-LANA DNA binding inhibition; MBP-C-LANA/FAM-LBS DNA binding, fluorescence polarization; AID 504423; inhibition, % at 9 µM; hit rate 0.078% among 340,000;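 active means highest replicate inhibition at or above 60% at 9 µM, even if other replicates fall short; inactive means all replicates below 60% inhibition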;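 further: 0% = neutral control wells and 100% = 4 µM acridine orange control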
Arrestin-AP2 inh: blocks beta-arrestin peptide binding to AP2 adaptin; AID 504490; inhibition, % at 10 µM; FITC-arrestin peptide / GST-AP2 beads, flow cytometry; AP2 beta2 appendage carries R879A mutation; hit rate 0.31% among 340,000;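 active means inhibition above a set limit, near 3 SD of compounds lacking own fluorescence, cut at about 54% in these data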;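 further: plate controls were DMSO wells for no effect and 5 µM unlabelled arrestin peptide for full effect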
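System: GST-AP2 R879A glutathione beads | Also added: FITC-arrestin peptide, 50 nM | Times: 12 min plus 1 h, RT | Signal: Bead flow cytometry, FITC channel | Buffer or medium: PBS with 0.05% Tween 20 and 0.1% BSA | Read-out basis: Percent drop in bead-associated FITC signal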
V-ATPase pH: yeast V-ATPase proton transport regulation by pHLuorin; S. cerevisiae, pHLuorin cytosolic pH fluorescence; response, % at 10 µM; hit rate 0.37% among 350,000; AID 504577; in the data active means response mostly above about 7.3%, no sharp cut-off; inactive means mostly below about 5.4%; further: actives read high; inactives centre near 0; some compounds called inactive have numbers as strong as hits
DAGLB inh: diacylglycerol lipase beta (human) inhibition. Q8NCG7. HEK293T DAGLB membrane lysate, EnzChek fluorogenic substrate. inhibition, % at 5.17 µM. hit rate 0.059% among 340,000; in the data active means inhibition above about 34%;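 further: 0% = enzyme with vehicle and 100% = wells lacking enzyme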
CAL PDZ FP-1: human CAL PDZ-peptide interaction inhibition; Q9HD26; purified CAL PDZ, TMR-peptide fluorescence polarization, 1 h; inhibition, % at 20 µM; hit rate 0.02% among 330,000; AID 504414;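 active means highest replicate inhibition of at least 40%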;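 further: plate controls were DMSO neutral control wells for no effect and unlabeled competitor peptide control wells for full effect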
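Test system: purified CerCALP PDZ construct; Compound dosing: one concentration, 20 µM compound; Also added: TMR-labelled reporter peptide T*-PRC34 bound in PDZ groove; Read-out: inhibition from polarization loss; Controls: unlabelled peptide and DMSO controls; Signal: FP readout, S and P plane fluorescence; Incubation: 1 h at RT.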
DSG3 Ab inh: blocks pemphigus antibody binding to human desmoglein-3 | P32926 | AID 588358 | DSG3-coupled beads, scFv-anti-DSG3-GFP binding, flow cytometry; active compounds read low | binding (percent of control), % at 10 µM | hit rate 0.48% among 310,000;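 active means binding more than 3 SD below its plate's average and above zero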;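 further: hits lower antibody fragment binding to DSG3; some compounds called inactive have numbers as strong as hits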
Target sequence (P32926 whole entry, looked up, the tested form may be a part): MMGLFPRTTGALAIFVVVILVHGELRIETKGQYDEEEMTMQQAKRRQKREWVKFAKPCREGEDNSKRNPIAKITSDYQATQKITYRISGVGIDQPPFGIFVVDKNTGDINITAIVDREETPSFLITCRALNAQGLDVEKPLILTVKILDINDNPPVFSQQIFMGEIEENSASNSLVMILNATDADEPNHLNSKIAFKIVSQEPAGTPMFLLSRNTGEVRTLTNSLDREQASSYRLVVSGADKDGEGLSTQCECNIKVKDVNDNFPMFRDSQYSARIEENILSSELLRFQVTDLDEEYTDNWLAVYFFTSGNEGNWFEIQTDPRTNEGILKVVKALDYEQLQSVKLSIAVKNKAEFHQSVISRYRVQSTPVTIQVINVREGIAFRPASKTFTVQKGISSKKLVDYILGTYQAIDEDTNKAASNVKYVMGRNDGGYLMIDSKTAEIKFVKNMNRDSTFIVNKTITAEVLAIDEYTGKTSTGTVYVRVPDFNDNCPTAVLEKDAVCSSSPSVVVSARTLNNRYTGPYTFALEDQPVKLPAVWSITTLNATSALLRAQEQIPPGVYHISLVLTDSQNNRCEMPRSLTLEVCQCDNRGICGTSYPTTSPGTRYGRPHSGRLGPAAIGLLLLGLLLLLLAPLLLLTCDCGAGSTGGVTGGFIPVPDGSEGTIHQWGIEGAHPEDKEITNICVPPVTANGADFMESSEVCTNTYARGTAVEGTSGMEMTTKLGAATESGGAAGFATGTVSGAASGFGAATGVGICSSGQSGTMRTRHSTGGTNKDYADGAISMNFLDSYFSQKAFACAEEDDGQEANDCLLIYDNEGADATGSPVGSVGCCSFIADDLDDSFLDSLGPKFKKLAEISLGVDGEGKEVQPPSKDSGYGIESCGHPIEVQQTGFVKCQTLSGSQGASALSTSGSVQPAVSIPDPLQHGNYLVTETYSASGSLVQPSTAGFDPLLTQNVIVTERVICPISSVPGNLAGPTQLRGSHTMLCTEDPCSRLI
CAL PDZ FP-2: blocks peptide binding to the human CAL PDZ domain; inhibition, % at 24.9 µM; Q9HD26; hit rate 0.92% among 300,000; purified CAL PDZ, TMR-peptide fluorescence polarization, 1 h; AID 602252;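 active means mean inhibition of at least 30% with at least half of replicates also reaching 30%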;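 further: 0% = DMSO neutral control and 100% = excess unlabeled competitor peptide PRC23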
Cardiac RTF inh: cardiac RTF calcium desensitization. P19429+P45379. IANBD-labeled cardiac RTF, Ca2+ fluorescence. inhibition, % at 7.15 µM. hit rate 0.12% among 340,000;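 active means inhibition above the mean inhibition of all tested compounds plus 3 SD, cut at about 17% in these data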;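 further: assay run at fixed EC70 calcium of 1.6 mM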
Keap1 Nrf2 FP: disrupts human Keap1 binding to Nrf2 peptide | inhibition, % at 9.4 µM | Q14145 | Keap1 Kelch-Nrf2 peptide fluorescence polarization, 1536-well | hit rate 0.15% among 340,000; in the data active means inhibition above about 12%;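 further: human Keap1 Kelch domain with fluorescein labeled Nrf2 9mer peptide probe; 0% = neutral control wells and 100% = peptide positive control; higher means more block of Keap1 binding to Nrf2 peptide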
* hit, by the source's call; / = not tested or not shown. Only part of the results is shown; rates above refer to the full screens.

mol,NSD2 inh,LANA DNA inh,Arrestin-AP2 inh,V-ATPase pH,DAGLB inh,CAL PDZ FP-1,DSG3 Ab inh,CAL PDZ FP-2,Cardiac RTF inh,Keap1 Nrf2 FP
O=C(CN1C(=O)C(=O)N(CCC2=CCCCC2)C1=O)Nc1ccc(F)cc1F,3,1.7,-4,0,-7,-0.3,84,/,-3,2
Cc1ccc(NC(=O)C2Cc3ccccc3O/C2=N\O)cc1C (configuration not stated),2,0.8,-4,0,1,-1.0,100,-1,-2,3
CCCc1c(C)nc2scc(-c3ccc(Cl)cc3)n2c1=O,-2,/,/,-3,-7,/,104,/,/,/
COC(=O)COc1ccc(S(=O)(=O)Nc2ccc(C(N)=O)cc2)cc1Cl,-1,-2.4,6,-2,0,0.4,102,-9,-1,0
N[C@@H](CO)c1nnc([C@H](CCC(=O)O)NC(=O)C2CCNCC2)o1,/,0.8,-1,-1,1,0.6,96,-2,-1,1
O=C(c1ccc2c(c1)OCO2)C1CCCN(Cc2cc(F)ccc2-n2cccn2)C1 (configuration not stated),-5,-1.8,-27,-3,-5,-0.9,101,57*,-2,-6
O=C(NCCNC(=O)c1ccc(-c2ccc(Cl)c(Cl)c2)o1)c1cnccn1,-1,1.3,-2,0,0,-6.9,92,-3,-19,-6
CCN=c1scc(-c2ccco2)n1/N=C/c1ccc(OC)c(O)c1,4,-1.6,-3,-2,3,-0.8,107,/,-10,-2
Cc1ccc(S(=O)(=O)N2CCN(C(=O)NCc3ccc(F)cc3)CC2)c(C)c1,-2,2.0,5,0,-1,-0.1,107,0,-4,-2
COCCNC(=O)C(c1ccncc1)N(C(=O)Cn1nnc2ccccc21)c1ccc(OC)cc1 (configuration not stated),3,-2.1,11,3,0,-0.1,92,/,-8,3
O=C(CCC1CCCN(C(=O)c2ccc3c(c2)OCCO3)C1)NCc1ccccc1F (configuration not stated),0,-1.1,-17,2,3,-1.0,/,1,-6,-6
O=C1C=C(NCc2ccc(Cl)cc2)CC(c2ccco2)C1 (configuration not stated),0,-1.0,-2,3,1,-0.9,/,4,0,3
CC12CCC(C(=O)NCc3ccc(F)cc3)(OC1=O)C2(C)C (configuration not stated),-1,-0.1,-7,4,-2,-2.6,101,-3,5,1
O=S(=O)(c1ccc(Br)s1)N1CCC(Cc2ccccc2)CC1,5,-1.2,-4,0,-18,-0.5,100,0,-9,-1
COc1ccc(CSc2nc(C)cc(=O)[nH]2)cc1Br,-1,0.7,25,6,3,-0.4,102,-3,-11,1
CC1CC(C)(C)CC2(C1)NC(=O)N(CC(=O)Nc1cc([N+](=O)[O-])ccc1F)C2=O (configuration not stated),2,-0.3,-1,-5,2,0.1,/,-6,-6,-1
O=C(OCc1cccc2ccccc12)c1ccc2c(=O)[nH]c(CN3CCOCC3)nc2c1,-6,-0.3,18,2,-1,-1.7,/,/,10,2
COC(=O)COc1ccc(S(=O)(=O)NCc2cccnc2)cc1C,-2,-0.6,-9,2,1,-2.3,100,/,-4,-3
CCCN(CC(=O)Nc1ccccc1C)C(=O)c1cccc(S(=O)(=O)N2CCc3ccccc3C2)c1,4,0.7,2,-4,-2,-2.2,107,3,-1,-3
O=C(Nc1ccccn1)c1ccc(NC(=O)c2ccco2)cc1,0,-0.9,0,-4,2,-1.9,104,-2,-2,-3

Carrying on.
mol,NSD2 inh,LANA DNA inh,Arrestin-AP2 inh,V-ATPase pH,DAGLB inh,CAL PDZ FP-1,DSG3 Ab inh,CAL PDZ FP-2,Cardiac RTF inh,Keap1 Nrf2 FP
CCCc1nnc(SCC(=O)Nc2ccc(OCC)cc2)n1N,-3,0.7,0,3,-1,-1.6,100,-3,-17,0
COc1ccccc1CN(C)C(=O)c1cccc(S(=O)(=O)N2CCc3ccccc3C2)c1,-1,0.6,-10,2,-3,-0.5,102,-1,-9,-3
CCCCn1c(N)c(N(CCOC)C(=O)c2cc(CC)c(C)s2)c(=O)[nH]c1=O,1,-1.9,26,-2,-3,2.0,101,-7,3,0
O=C(O)CN(c1ccccc1[N+](=O)[O-])S(=O)(=O)c1ccccc1,-3,-0.4,34,-1,-4,/,103,-2,0,-6
CC(C)c1ccc(NC2CCCN(C(=O)c3ccc(N4CCOCC4)cc3)C2)cc1 (configuration not stated),4,0.0,0,4,2,-0.4,106,-3,-1,1
Cn1c(CNC(=O)CNC(=O)c2cccc(F)c2)cc(=O)n(C)c1=O,-6,-1.6,-8,-2,0,-2.2,/,-3,-9,-1
CCCCC(NC(C)=O)c1nc2ccccc2[nH]1 (configuration not stated),/,0.0,-3,1,2,-0.1,104,-5,-4,1
Nc1nc(Sc2ccc(C(F)(F)F)cn2)n[nH]1,-2,0.0,-3,-3,0,-1.8,94,0,-1,-4
COc1cccc(CCNC(=O)CC2C(=O)NCCN2CC(C)(C)C)c1 (configuration not stated),-1,0.5,-1,-2,0,-2.1,97,3,-9,2
CCn1cc(CN2CCC(n3nccc3NC(=O)C(OC)c3ccccc3)CC2)cn1 (configuration not stated),-4,1.2,-6,-2,-1,0.0,97,/,-4,1
CSCCC(NC(=O)c1cncc(Br)c1)C(=O)O (configuration not stated),-3,-0.4,2,-1,0,0.5,101,-4,-4,-5
CC(=O)Nc1cccc(NC(=O)CCCC2CCCCC2)c1,-6,0.5,0,3,-1,-2.2,108,0,-4,-1
CCN1CCN(C(=O)C2CCC(=O)N(Cc3cccc(C(F)(F)F)c3)C2)CC1 (configuration not stated),-2,0.8,7,4,-2,0.1,106,/,3,0
O=C(Oc1ccc(C(=S)N2CCOCC2)cc1)c1ccccc1[N+](=O)[O-],5,-0.1,18,3,-1,-0.5,97,2,-5,0
COc1cccc(CNS(=O)(=O)c2ccc3c(c2)C(C)(C)C(=O)N3C)c1,1,-1.4,12,-5,-2,-1.9,99,-1,4,2
O=S(=O)(NC1CC1)c1ccc(S(=O)(=O)N2CCc3ccccc32)cc1,-1,1.1,-2,-2,0,-1.5,106,-2,6,0
Cc1cc(OC(C)C(N)=O)nc(-c2ccccc2)n1 (configuration not stated),-1,1.3,4,6,3,-1.2,106,-3,-4,-4
CCOC(=O)CCCC(=O)N1CCOCCOCCOCC1,-2,0.4,40,1,0,-0.7,/,-4,6,-3
FC(F)(F)c1cccc(N2CCN(C(=S)NC3CCCCC3)CC2)c1,-2,1.9,/,1,-15,-2.9,105,1,-6,-5
OCC[C@@H]1C[C@H](O)[C@@H](O)[C@@]2(CCCCO2)O1,/,-2.4,13,-4,-1,1.4,99,1,-9,-1

(more compounds)
mol,NSD2 inh,LANA DNA inh,Arrestin-AP2 inh,V-ATPase pH,DAGLB inh,CAL PDZ FP-1,DSG3 Ab inh,CAL PDZ FP-2,Cardiac RTF inh,Keap1 Nrf2 FP
Nc1cc(C(=O)OCC(=O)N2CCOCC2)ccc1Cl,-1,1.1,2,5,1,-0.2,100,-6,-14,-3
O=C(O)c1ccc(NC(CSCc2ccccc2F)C(=O)O)c([N+](=O)[O-])c1 (configuration not stated),4,1.9,3,0,2,0.1,98,1,12,0
NC(=O)c1ccccc1OCC(=O)N1CCCc2ccccc21,1,1.6,9,6,-3,-4.2,95,-2,-20,2
Cc1ccc(NC(=O)NC2CC(=O)N(c3ccc4c(c3)OCCO4)C2)cc1 (configuration not stated),-1,-1.9,-2,2,-2,-2.4,99,-5,2,-2
Nc1ccc2nc(CN3CCOCC3)[nH]c2c1,-2,-1.3,9,-2,1,/,106,-8,1,-6
CCN(Cc1ccncc1)C(=O)c1cc(COc2c(C)cccc2C)on1,0,-0.4,22,-4,2,-0.8,101,-1,6,-1
COc1ccc(N=Cc2sc(O)c3ccccc23)cc1,-7,-1.6,4,1,-68,0.3,123,0,-145,-32
CC(C)(C)C1(C)OC(C(N)=O)C(C(N)=O)O1 (configuration not stated),-2,-0.3,7,2,0,/,90,-5,4,-2
COc1ccccc1CN(Cc1nc2ccccc2c(=O)[nH]1)C(=O)Nc1ccccc1C,-1,1.7,16,-1,-1,-2.2,/,-3,-13,-4
COCC(=O)Nc1ccc(Br)cc1C,5,-1.6,7,0,-2,-0.4,109,0,-4,1
Cc1ccc(-c2nnc(N3CCN(S(C)(=O)=O)CC3)c3ccccc23)cc1,5,-1.9,-4,-6,-1,/,106,-5,-10,-7
N#Cc1cc([N+](=O)[O-])ccc1NC(=O)CSc1n[nH]c(=O)n1C1CC1,/,1.5,5,5,1,-0.3,96,/,-4,-2
Oc1ccc(/C=N/N2CCCCC2)cc1O,4,2.9,14,2,0,0.2,97,-4,-6,1
CCc1ccc(C2CC(c3ccccc3)n3ncnc3N2)cc1 (configuration not stated),/,0.1,1,5,1,-0.1,107,/,-11,0
O=C(CSc1nnc2n1CCCN2)c1ccc([N+](=O)[O-])cc1,2,1.9,-5,-1,4,0.8,/,4,-7,2
C=CCSc1nnc2c(n1)OC=Nc1ccc(Br)cc1-2,0,0.3,6,0,-5,1.0,97,1,-8,1
COc1cc(OC)cc(C(=O)NC(C(=O)Nc2ccc3nc(C)sc3c2)C(C)C)c1 (configuration not stated),5,-0.1,-10,2,0,-1.1,80,-3,-2,2
CCc1cc2c(NCCC(=O)O)nc(C)nc2s1,/,0.4,27,4,-1,/,100,-3,-16,-1
Nc1ccc2c(Cl)cc(Cl)cc2c1,1,/,/,0,-3,/,102,/,/,/
O=C(c1cccc(-n2cccc2)c1)N1CCN(S(=O)(=O)c2ccccc2Br)CC1,/,2.0,-5,0,-2,-2.3,105,-3,-5,-5

(listing goes on)
mol,NSD2 inh,LANA DNA inh,Arrestin-AP2 inh,V-ATPase pH,DAGLB inh,CAL PDZ FP-1,DSG3 Ab inh,CAL PDZ FP-2,Cardiac RTF inh,Keap1 Nrf2 FP
Cc1c2cn[nH]c(=O)c2c(C)n1Cc1ccc(F)cc1,/,0.8,17,-2,2,-0.9,110,/,3,-1
Cc1oc(-c2cccs2)nc1CN1CCN(CC(C)C)C(CCO)C1 (configuration not stated),1,-0.6,3,2,-1,-0.2,97,-1,-12,-2
CNC(=S)N/N=C/c1ccc(N2CCOCC2)s1,-19,0.7,0,-2,0,-1.7,98,-4,7,-6
CN(Cc1ccccc1)C(=S)Nc1ccc2nc3n(c(=O)c2c1)CCCCC3,-1,-1.2,1,2,0,-3.4,123,-2,-4,-2
O=C(CCc1[nH]c2ccccc2c1Sc1ccccc1)NCCO,0,-0.8,-2,-1,-1,-0.9,101,4,5,0
CCC(=O)Nc1ccc(C(=O)CN2C(=O)NC3(CCOc4ccccc43)C2=O)cc1 (configuration not stated),-2,0.0,-2,-4,-4,-0.9,/,-5,-5,-3
O=C(NCc1nnc2n1CCCCC2)c1ccc(Cl)cc1Cl,0,1.6,8,4,-1,0.2,106,-2,-2,0
CCOc1ccccc1NC(=O)Nc1cc(S(=O)(=O)N(C)C)ccc1C,-5,-0.4,6,4,0,0.5,100,-3,-1,-4
